High-throughput results (PubChem BioAssay)
SKN-1 inh: blocks SKN-1 activity in C. elegans; 360,000 compounds, 0.49% hits; AID 624304; C. elegans VP596 Pgst-4::GFP/RFP ratio, acrylamide-induced, 24 h; inhibition, % at 21.8 µM;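 active means interference check ratio from 0.5 to 1.5 plus GFP to RFP signal ratio inhibition reaching or exceeding a fixed threshold, cut at about 30% in these data, passing the limit was not always enough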; further: some compounds called inactive have numbers as strong as hits
E coli Lon inh: inhibits E. coli Lon protease | P0A9M0 | purified E. coli Lon protease, fluorescence polarization | inhibition, % at 7.94 µM | 360,000 compounds, 0.42% hits | AID 602123; in the data active means inhibition above about 13%, passing the limit was not always enough;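 further: 0% = enzyme with probe and DMSO and 100% = no enzyme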
MsrA act: bovine methionine sulfoxide reductase A activation | 360,000 compounds, 0.3% hits | purified bovine MsrA, absorbance read-out | activation, % at 10.6 µM | AID 602163; in the data active means activation above about 7.5%;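 further: 0% = vehicle and 100% = reference activator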
PABP1 MLLE inh: blocks PAM2 peptide binding to the PABP1 MLLE domain; P11940; GST-MLLE / FITC-PAM2 fluorescence polarization; inhibition, % at 20 µM; 360,000 compounds, 0.36% hits; AID 588489; in the data active means inhibition above about 35%, passing the limit was not always enough;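 further: plate controls were DMSO wells with GST-MLLE for no effect and wells lacking GST-MLLE protein for full effect; some results filed as inactive read as strong as hits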
MT1-MMP act inh: MT1-MMP (human) activation inhibition; 360,000 compounds, 0.061% hits; GFP/RFP ratio change, % at 20 µM; P50281; HT1080 RFP-PRO-GFP cells, GFP/RFP ratio fluorescence, overnight; percent of plate control window, DMSO zero; AID 651647;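 active means GFP/RFP ratio change of at least 30% with cell ATP level not reduced by more than half and red fluorescence within 50% of control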; further: strong numbers were not always called active
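Material – HT1080 RFP-PRO-GFP cells · Control set – DMSO wells and RFP-L50D-GFP cells · Incubation – overnight cell settling, then overnight compound exposure, 37 °C, 5% CO2 · Compound dosing – single-point 20 µM compound, 1% DMSO · Read-out – GFP/RFP fluorescence ratio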
FAS-TE inh: blocks the thioesterase domain of human fatty acid synthase; P49327; recombinant FAS-TE, OMFH fluorogenic substrate, fluorescence endpoint; inhibition, % at 15 µM; 360,000 compounds, 0.67% hits; AID 602261;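 active means compounds whose normalised, plate-corrected inhibition of enzyme fluorescence in the single-dose primary screen is 50% or more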;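 further: 0% = DMSO with enzyme and 100% = substrate without enzyme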
MsrA inhibitor: inhibitors of bovine MsrA | purified bovine MsrA, absorbance read-out | inhibition, % at 15.5 µM | 360,000 compounds, 0.75% hits | AID 651718; in the data active means inhibition above about 4.5%;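 further: 0% = vehicle wells with enzyme and 100% = reference inhibitor wells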
CendR NRP1 mod: alters CendR peptide binding to human NRP-1. inhibition, % at 25 µM. FAM-RPARPAR peptide binding to NRP-1, fluorescence polarization. AID 602438. 360,000 compounds, 0.85% hits;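 active means inhibition or corrected inhibition above about 18%, plus a signal ratio from 0.5 to 1.5, limit read from the data, passing the limit was not always enough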; further: strong numbers were not always called active
Target sequence (O14786 whole entry, looked up): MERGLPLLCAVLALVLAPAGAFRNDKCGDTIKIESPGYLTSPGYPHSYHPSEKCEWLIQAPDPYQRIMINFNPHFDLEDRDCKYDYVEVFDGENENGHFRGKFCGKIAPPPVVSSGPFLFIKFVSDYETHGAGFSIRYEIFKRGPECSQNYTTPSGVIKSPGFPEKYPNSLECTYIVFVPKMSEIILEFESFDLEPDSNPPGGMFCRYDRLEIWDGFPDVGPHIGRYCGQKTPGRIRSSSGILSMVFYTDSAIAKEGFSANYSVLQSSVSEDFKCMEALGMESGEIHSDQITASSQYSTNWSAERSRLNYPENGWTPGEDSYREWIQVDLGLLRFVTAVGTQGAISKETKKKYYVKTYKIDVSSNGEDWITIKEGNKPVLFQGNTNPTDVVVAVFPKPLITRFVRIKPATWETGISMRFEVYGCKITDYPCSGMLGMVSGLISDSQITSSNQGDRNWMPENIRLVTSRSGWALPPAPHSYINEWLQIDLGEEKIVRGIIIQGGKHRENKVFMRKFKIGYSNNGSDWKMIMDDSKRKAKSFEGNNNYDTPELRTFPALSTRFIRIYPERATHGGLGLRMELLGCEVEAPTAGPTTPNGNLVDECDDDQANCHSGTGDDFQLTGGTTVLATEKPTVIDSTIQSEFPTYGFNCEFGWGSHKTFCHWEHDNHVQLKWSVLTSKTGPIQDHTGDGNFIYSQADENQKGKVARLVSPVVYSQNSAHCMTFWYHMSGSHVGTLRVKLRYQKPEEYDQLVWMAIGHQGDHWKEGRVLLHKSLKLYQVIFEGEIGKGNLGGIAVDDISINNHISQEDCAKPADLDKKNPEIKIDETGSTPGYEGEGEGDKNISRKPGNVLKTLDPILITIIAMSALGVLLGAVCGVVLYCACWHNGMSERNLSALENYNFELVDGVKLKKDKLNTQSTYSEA
TbMetRS inhib: blocks T. brucei methionyl-tRNA synthetase activity; purified T. brucei MetRS, ATP depletion, Kinase-Glo luminescence; inhibition, % at 11.9 µM; 360,000 compounds, 0.4% hits; AID 624268;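 active means inhibition above a per-plate cutoff of the control wells' mean inhibition plus 3 SD, cut at about 5.5% in these data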;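 further: 0% = DMSO wells median and 100% = median of wells with control inhibitor compound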
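Test system: purified T. brucei MetRS enzyme. Also added: ATP, methionine and E. coli bulk tRNA substrates. Compound: 11.9 µM single point. Schedule: 15 min enzyme-compound preincubation, 2 h reaction, 10 min detection, 25 °C. Signal: luciferase luminescence of residual ATP, Kinase-Glo. Evaluation: percent inhibition versus plate control medians. Controls: DMSO wells, low control.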
Starred values were filed as active, the others as inactive; . = no result given.

SMILES	SKN-1 inh	E coli Lon inh	MsrA act	PABP1 MLLE inh	MT1-MMP act inh	FAS-TE inh	MsrA inhibitor	CendR NRP1 mod	TbMetRS inhib
COc1cc(C2NC(=S)NC(c3ccccc3)=C2C(C)=O)cc(Br)c1OCC(N)=O (stereo not given)	9	-6	-14	-133	-4	-7	0.8	2	-1.0
COc1ccc(NC(=O)CSc2nnc(N)s2)cc1	7	-9	5	-13	-2	-9	0.8	-2	-0.8
CSc1nc(-c2ccco2)nn1C(=O)c1ccc(C)cc1	36*	1	-2	15	0	19	-0.1	-22	0.1
O=C(Nc1ccccc1)Nc1nc2ccccc2s1	17	-4	-2	-12	-3	0	0.7	1	1.1
CCCCCCCCN1C(=O)[C@H](CC(=O)NCc2cccs2)C[C@@]2(C(=O)OCC)CCCC=C12	9	-4	-4	.	-6	20	1.5	6	-0.6
N=c1c2c(n(Cc3ccc([N+](=O)[O-])cc3)c3c1CCC3)CCCC2	-4	-2	4	14	-3	-2	-1.0	-18	0.0
CNc1ccccc1C(=O)OCC(=O)N1CCc2ccccc2C1	-2	-6	-4	-2	1	1	2.8	1	0.3
Cc1nc(SCC(=O)Nc2cc(Cl)ccc2[N+](=O)[O-])nc(C)c1C	-4	-6	-4	0	-4	21	0.4	4	-1.1
Cc1nc2ccc(C(=O)N3CCN(c4ccccn4)CC3)cc2s1	1	-11	-8	-5	-1	-5	0.2	4	-1.2
COc1cc(/C=N/NC(=O)Cc2nnc(NC(=O)c3ccccc3)s2)ccc1O	4	-2	-4	-39	-1	-6	2.3	-36	-0.1
CC(C)(C)c1ccc(C(=O)CC(Sc2ccc(Cl)cc2)C(=O)O)cc1 (stereo not given)	4	-3	-6	46*	-8	6	-0.3	1	-0.4
COc1cc(/C=C2\SC(=O)N(CCNC(=O)c3sc4cc(F)ccc4c3Cl)C2=O)cc(OC)c1OC	4	-3	-16	-23	5	12	-0.4	-6	-0.3
COc1ccc(/C=C/C(=O)NCCNC(=O)c2ccccc2)cc1OC	-3	-11	-2	5	-1	-5	1.3	-2	0.3
COc1cccc(CNc2nc3cc(-c4cnn(Cc5ccccc5)c4)sc3c(=O)n2C)c1	14	1	-5	0	17	21	1.8	-10	0.4
CC(NS(=O)(=O)c1ccc(NC(=O)N2CCCCC2)cc1)c1ccccc1 (stereo not given)	15	-11	-2	-3	1	1	0.4	-3	-0.3
OC(c1cccnc1)c1nc(/C=C/c2ccc(C(F)(F)F)cc2)cs1 (stereo not given)	3	-3	-1	4	5	10	0.3	-15	0.0
CCCC(=O)Nc1ccccc1NC(=O)c1ccc(OCC)cc1	9	8	-5	-4	-2	-1	-0.8	8	-1.3
COc1ccccc1CNC(=O)C1CCN(S(=O)(=O)c2ccc3c(c2)CC(C)N3C(=O)C2CC2)CC1 (stereo not given)	-4	-3	-2	14	2	2	0.2	13	-0.3
CCCCN(C)CCCNC(=O)/C=C1\Sc2ccccc2NC1=O	-7	2	-4	-2	-1	-7	2.3	-4	-0.7
CC(Sc1nnc2c(n1)C1CCC2(C)C1(C)C)C(=O)Nc1ccccc1 (stereo not given)	7	6	-4	8	0	0	0.7	-6	0.4

Four successive records out of the list so far:
SMILES	SKN-1 inh	E coli Lon inh	MsrA act	PABP1 MLLE inh	MT1-MMP act inh	FAS-TE inh	MsrA inhibitor	CendR NRP1 mod	TbMetRS inhib
COc1ccc(/C=C/C(=O)NCCNC(=O)c2ccccc2)cc1OC	-3	-11	-2	5	-1	-5	1.3	-2	0.3
COc1cccc(CNc2nc3cc(-c4cnn(Cc5ccccc5)c4)sc3c(=O)n2C)c1	14	1	-5	0	17	21	1.8	-10	0.4
CC(NS(=O)(=O)c1ccc(NC(=O)N2CCCCC2)cc1)c1ccccc1 (stereo not given)	15	-11	-2	-3	1	1	0.4	-3	-0.3
OC(c1cccnc1)c1nc(/C=C/c2ccc(C(F)(F)F)cc2)cs1 (stereo not given)	3	-3	-1	4	5	10	0.3	-15	0.0

The results go on.
SMILES	SKN-1 inh	E coli Lon inh	MsrA act	PABP1 MLLE inh	MT1-MMP act inh	FAS-TE inh	MsrA inhibitor	CendR NRP1 mod	TbMetRS inhib
O=C(O)CCC(=O)N1N=C(c2c(-c3ccccc3)c3cc(Cl)ccc3[nH]c2=O)CC1c1ccco1 (stereo not given)	3	-6	-1	3	-1	-9	0.5	-8	0.5
O=C(NCC1CCCO1)c1ccc(Cl)c(S(=O)(=O)N2CCOCC2)c1 (stereo not given)	10	-2	-3	-11	2	-3	1.4	8	-0.8
CCCn1c(SCc2nc3ccccc3s2)n[nH]c1=O	9	4	-9	-34	2	-3	0.1	1	-1.1
Cc1cc(C)cc(C(=O)NC(CC(N)=O)c2ccc(N3CCC(Br)CC3)c([N+](=O)[O-])c2)c1 (stereo not given)	2	-4	-2	-2	6	-3	0.0	-5	-0.4
Cc1cc2nsnc2c(S(=O)(=O)N2CCN(C)CC2)c1C	12	-5	-1	-58	1	-4	0.4	2	-0.1
Cn1nnnc1SCC(=O)N1c2ccccc2Sc2ccc(Cl)cc21	-15	5	-5	1	-2	9	-0.1	2	-1.0
O=C(CSCC(=O)NCc1ccco1)NCc1ccco1	2	-3	-4	14	7	-9	0.8	-4	-0.8
COc1ccc(NC(=O)Cc2nnc(SCC(=O)NC3=NCCS3)n2C)cc1	9	-1	0	-1	9	-3	0.0	12	0.0
Cc1cnc(=O)[nH]c1SCc1cccc(C(F)(F)F)c1	12	-7	0	4	2	8	0.2	-5	0.7
O=C(CNc1cccc(Cl)c1)c1ccc(Br)cc1	0	-3	-4	13	0	5	-0.8	-1	-0.6
O=C(Nc1cccc2c1CCCC2)c1cccc(F)c1	6	9	-1	5	0	1	0.7	0	-0.6
Clc1ccc2[nH]c3c(NCCCN4CCOCC4)ncnc3c2c1	6	-9	-8	-6	14	-16	0.8	8	45*
COc1cc2c(cc1OC)-c1cc(OCCN3CCOCC3)nc(=O)n1CC2	-5	-17	-3	-30	-15	-9	3.4	-47	0.1
CSCCC(NS(=O)(=O)c1ccccc1F)C(=O)NNC(=O)c1csc(N2CCOCC2)n1 (stereo not given)	0	5	-2	6	-1	-3	0.9	5	-0.4
COc1ccc(C(=O)NC(=S)Nc2ccc(NC(=O)c3ccco3)cc2)cc1[N+](=O)[O-]	2	0	-3	35	2	-2	1.1	-16	-0.6
CCN(c1ccccc1)S(=O)(=O)c1ccc(Oc2ccccc2C(C)=O)nc1	1	-3	-2	-6	1	20	-0.6	-3	0.0
CCN(CC)S(=O)(=O)c1ccc(NS(=O)(=O)CC23CCC(CC2=O)C3(C)C)cc1 (stereo not given)	-6	-5	-10	13	1	-5	-1.2	1	-1.1
COc1ccc(S(=O)(=O)Nc2cccc(S(=O)(=O)N3CCCCC3)c2)cc1	11	-7	-1	3	1	4	-0.8	-7	-0.1
Cc1ccc(S(=O)(=O)NC(CC(C)C)C(=O)NCC(C)(C)N2CCOCC2)cc1 (stereo not given)	3	-2	4	6	4	0	0.5	-7	-0.3
CC(C)NC1CCC(Nc2ccnc3cc(Cl)ccc23)CC1 (stereo not given)	-2	-10	-4	3	3	-9	1.9	10	-0.1
COCCN1CCn2c(nc3cc(NC(=O)c4cccs4)ccc32)C1	0	-8	-6	-21	-2	-9	2.3	-20	-0.7
Cc1c(C(=O)N2CCCC2)sc(NC(=O)c2cccc(Cl)c2)c1C#N	-5	-8	-8	2	1	-4	-0.1	-9	-1.4
Cc1ccc(CN2CCS(=O)(=O)CC2)cc1	14	10	-3	-2	2	-1	1.0	27*	-1.3
CCCn1nnnc1SCC(=O)N1CCOCC1	8	14	-1	2	-1	-7	-1.2	16	-0.5
CCOC(=O)N1CCN(S(=O)(=O)c2ccc3[nH]cc(C(=O)O)c(=O)c3c2)CC1	10	-1	-3	-1	0	-6	-0.2	-17	-0.9
Cc1ccc(N2CCN(C(=O)c3ccccc3)CC2)c(C)c1	9	-9	-2	-2	9	1	0.9	2	-0.3
Cn1c(=O)c2c(nc(NN=C3CCCC3)n2C)n(C)c1=O	-4	-3	-3	3	2	-6	0.1	9	-0.4
CNc1ccc(-c2cccc(C(=O)N3CCOCC3)c2)cn1	-10	-6	-4	8	1	-8	0.9	6	-0.2
CCOC(=O)c1cc(NC(=O)c2ccccc2)c(=O)oc1C(F)(F)F	9	0	-2	-112	-2	-1	1.1	4	-0.2
O=C(c1ccc2c(=O)n3c(nc2c1)CCCCC3)N1CCN(c2ccccc2)CC1	-1	-7	-16	2	1	14	-0.5	3	-0.7
CSc1nnc(-c2ccccc2N=Cc2c(C)[nH]n(-c3ccc4ccccc4c3)c2=O)c(=O)[nH]1	25	5	-5	8	2	16	3.4	-44	-2.7
O=C(CSC(=S)N1CCSCC1)c1ccc(Cl)cc1	-12	1	-6	5	-3	-9	0.5	1	-0.8
CCC(CO)Oc1cc(NCc2ccc(O)cc2)c2ncn(C(C)C)c2c1 (stereo not given)	-4	-8	1	9	3	-10	-0.3	-2	0.5
C/C(=C\C(=O)c1ccc(C)cc1)NCc1ccc(F)cc1	12	10	-2	11	-6	15	1.5	6	-0.3
Cc1cc(C)cc(C(=O)N(CCc2ccccc2)C2CC3CCC(C2)N3C)c1 (stereo not given)	-7	-6	-2	-2	-3	-2	-1.6	1	-0.7
O=C(Nc1ncccc1O)c1ccc(S(=O)(=O)Nc2ccccc2)cc1	1	-4	-3	-5	23	-8	0.4	7	-0.3
COc1cc(C(=O)N2CCN(S(=O)(=O)c3ccc(F)cc3)CC2)cc(OC)c1OC	13	-5	0	8	2	-1	0.1	-5	-0.1
O=C(/C=C\NCC(=O)c1ccccc1)c1ccc(F)cc1	1	-5	-4	2	-10	-2	.	6	-0.3
Brc1ccc(OCc2nc3ccccc3[nH]2)cc1	19	4	-3	13	1	2	0.3	2	10*
CC1C(=O)N2CCCc3cc(S(=O)(=O)N4CCN(c5cccc(Cl)c5)CC4)cc1c32 (stereo not given)	3	-1	-4	-1	-1	21	0.9	-2	-0.4
Cc1ccccc1NS(=O)(=O)c1ccc2c(c1)CCC(=O)N2	-11	7	0	-5	3	-14	1.3	6	-0.8
CC(O)C(O)C(O)C(O)C1NCCS1 (stereo not given)	26	0	-2	21	6	-4	-1.9	16	-0.7
COC(=O)c1c(C)[nH]c(C(=O)COc2ccc3ccc(=O)oc3c2)c1C	-2	-10	-7	-4	0	2	1.1	-7	-0.4
Cc1ccc(-c2cc(C(=O)N3CCCCC3)c3ccccc3n2)cc1C	12	-15	3	-20	-2	10	0.8	7	-0.5
C=CCn1ccc(O)c(Cc2ccc(Cl)cc2)c1=O	-2	-10	-2	-5	2	-7	-0.1	0	0.5
OC(CN1CCOCC1)Cn1c(-c2cccc(Cl)c2)nc2ccccc21 (stereo not given)	-18	3	-6	6	2	-9	0.3	-9	-2.1
COc1cc(C)ccc1OCCCON1C(=O)CCC1=O	7	3	-10	0	1	-2	-0.5	-7	-1.1
Cc1ccc(C(=O)N2CCN(C(=O)N3CCOCC3)CC2)cc1	10	-4	0	16	5	-8	1.8	-3	0.0
Cn1nc(-c2ccccc2)c(C(=O)NCC(=O)O)c1Cl	-2	-8	-2	0	1	0	0.5	10	0.2

This is a random part of the collection; 4% or so of the library scored in one or more.
